Screening data (PubChem BioAssay)
eLon inh – inhibitors of E. coli Lon protease, primary screen, biochemical, fluorescence polarization; 360,000 compounds, 0.42% hits; P0A9M0; purified E. coli Lon protease; inhibition, % at 7.94 µM; in the data active means inhibition above about 13%, passing the limit was not always enough;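 further: 0% = enzyme with probe and DMSO and 100% = no enzyme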
Target sequence (P0A9M0 whole entry, looked up): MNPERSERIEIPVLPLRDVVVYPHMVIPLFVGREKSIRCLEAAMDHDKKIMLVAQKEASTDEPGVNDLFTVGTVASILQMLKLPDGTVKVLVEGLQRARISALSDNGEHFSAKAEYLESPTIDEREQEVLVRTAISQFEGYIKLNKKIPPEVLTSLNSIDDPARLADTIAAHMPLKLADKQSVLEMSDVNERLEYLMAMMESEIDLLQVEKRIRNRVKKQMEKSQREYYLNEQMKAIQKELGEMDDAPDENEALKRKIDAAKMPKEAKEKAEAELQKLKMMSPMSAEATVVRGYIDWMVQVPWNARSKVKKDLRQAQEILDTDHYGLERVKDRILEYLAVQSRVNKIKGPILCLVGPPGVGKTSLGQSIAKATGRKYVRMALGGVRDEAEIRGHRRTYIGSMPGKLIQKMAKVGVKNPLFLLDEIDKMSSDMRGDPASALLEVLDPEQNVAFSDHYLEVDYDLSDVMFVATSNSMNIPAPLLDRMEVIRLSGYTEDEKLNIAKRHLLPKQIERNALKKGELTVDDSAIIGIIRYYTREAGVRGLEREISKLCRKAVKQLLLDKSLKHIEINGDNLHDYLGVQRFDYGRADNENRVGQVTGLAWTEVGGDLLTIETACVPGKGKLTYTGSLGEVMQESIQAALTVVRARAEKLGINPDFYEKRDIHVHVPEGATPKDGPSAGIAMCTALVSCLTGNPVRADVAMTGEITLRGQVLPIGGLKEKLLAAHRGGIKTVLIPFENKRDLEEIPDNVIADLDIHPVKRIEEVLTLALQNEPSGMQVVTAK
bovine MsrA act – bovine MsrA enzyme activators, primary screen, biochemical, absorbance, HTS; Methionine sulfoxide reductase A (Bos taurus); purified bovine MsrA, absorbance read-out; activation, % at 10.6 µM; 360,000 compounds, 0.3% hits; in the data active means activation above about 7.5%;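 further: 0% = vehicle and 100% = reference activator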
MsrA inh – bovine MsrA enzyme inhibitors, primary screen, biochemical, absorbance, HTS | Methionine sulfoxide reductase A (Bos taurus) | purified bovine MsrA, absorbance read-out | inhibition, % at 15.5 µM | 360,000 compounds, 0.75% hits | AID 651718, 2012; in the data active means inhibition above about 4.5%;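 further: 0% = vehicle wells with enzyme and 100% = reference inhibitor wells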
FAS-TE inh – FAS thioesterase domain inhibitors, primary screen, biochemical, fluorescence intensity, uHTS | inhibition, % at 15 µM | AID 602261, 2012 | recombinant FAS-TE, OMFH fluorogenic substrate, fluorescence endpoint | Fatty acid synthase (Homo sapiens), P49327 | 360,000 compounds, 0.67% hits;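 active means compounds whose normalised, plate-corrected inhibition of enzyme fluorescence in the single-dose primary screen is 50% or more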;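 further: 0% = DMSO with enzyme and 100% = substrate without enzyme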
Neddylation inh – inhibitors of cullin neddylation, primary screen, biochemical, TR-FRET, uHTS, NAE and Ubc12. 360,000 compounds, 0.58% hits. NEDD8-conjugating enzyme Ubc12 (Homo sapiens) + NEDD8-activating enzyme E1 regulatory …. calls only at 25 µM; in the data active means inhibition above about 36%
NRP1-CendR mod – modulators of CendR peptide binding to NRP-1, primary screen, biochemical, fluorescence polarization, uHTS. Neuropilin-1 (Homo sapiens), O14786. FAM-RPARPAR peptide binding to NRP-1. inhibition, % at 25 µM. 360,000 compounds, 0.85% hits. AID 602438, 2012;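 active means inhibition or corrected inhibition above about 18%, plus a signal ratio from 0.5 to 1.5, limit read from the data, passing the limit was not always enough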; further: strong numbers were not always called active
MT1-MMP act inh – blockers of MT1-MMP proenzyme processing, primary screen, HT1080 RFP-PRO-GFP cells, GFP/RFP fluorescence; Matrix metalloproteinase-14 (Homo sapiens), P50281; GFP/RFP ratio fluorescence, overnight; percent of plate control window, DMSO zero; GFP/RFP ratio change, % at 20 µM; 360,000 compounds, 0.061% hits; AID 651647, 2012;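 active means GFP/RFP ratio change of at least 30% with cell ATP level not reduced by more than half and red fluorescence within 50% of control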; further: strong numbers were not always called active
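Assay system: HT1080 RFP-PRO-GFP cells | Dosing: 20 µM single dose, 1% DMSO | Incubation: Cells overnight before dosing, compound overnight, 37 °C, 5% CO2 | Evaluation: GFP/RFP fluorescence ratio | Control set: DMSO-only wells and HT1080 RFP-L50D-GFP cell wells as references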
SKN-1 block – suppressors of acrylamide-induced Pgst-4::GFP reporter in worms, primary screen, SKN-1 inhibitor project, whole organism, uHTS, GFP/RFP fluorescence ratio, strain VP596 | C. elegans VP596 Pgst-4::GFP/RFP ratio, 24 h | inhibition, % at 21.8 µM | 360,000 compounds, 0.49% hits | AID 624304, 2012;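 active means interference check ratio from 0.5 to 1.5 plus GFP to RFP signal ratio inhibition reaching or exceeding a fixed threshold, cut at about 30% in these data, passing the limit was not always enough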; further: some compounds called inactive have numbers as strong as hits
Rin1 Abl inh – inhibitors of Rin1-Abl protein binding, primary screen, biochemical, TR-FRET. Tyrosine-protein kinase ABL1 (Homo sapiens) + Ras and Rab interactor 1 (Homo sapiens), …. 360,000 compounds, 0.4% hits. inhibition, % at 7.35 µM; in the data active means inhibition above about 5%, passing the limit was not always enough
* = called active by the depositor; i = inactive; nt = not tested or not shown; + = active, no number. No enrichment for hits; about 4.2% have a hit in one of these screens.

SMILES	eLon inh	bovine MsrA act	MsrA inh	FAS-TE inh	Neddylation inh	NRP1-CendR mod	MT1-MMP act inh	SKN-1 block	Rin1 Abl inh
CC1CCN(c2c(NCc3ccc(C(=O)N4CCc5ccccc54)cc3)c(=O)c2=O)CC1	-13	-4	-0.3	11	i	-2	10	-12	1
CS(=O)(=O)c1cccc(NC(=O)c2ccc(Cl)c(Cl)c2)c1	-3	-5	2.4	2	i	11	3	12	1
COc1ccc(C(=O)Nc2c(C)cc(C)cc2C)cc1OC	2	0	-0.7	-1	i	0	4	-5	4
COCCNC(=O)/C(C#N)=C/c1cccc(OCc2ccccc2)c1	0	-1	2.3	14	i	-11	1	11	0
CCCCC(=O)N(C)c1c(CC)nc2c(OCC(=O)C(C)(C)C)cccn12	5	-5	0.1	-8	i	0	1	12	1
COc1ccc2c(c1)c1ncn(CC3CCCO3)c(=O)c1n2C (configuration not stated)	-5	0	1.7	-4	nt	2	3	10	-2
COC(=O)[C@]1(C)N[C@H](CN(C)S(=O)(=O)c2ccc(OC(F)(F)F)cc2)[C@@H]2C(=O)N(C)C(=O)[C@@H]21	-14	-3	-0.5	-12	i	-4	0	-11	-6
COc1ccc(C(NC(=O)C2CCN(Cc3ccc(Oc4ccccc4)cc3)CC2)c2ccccc2C)cn1 (configuration not stated)	15*	-1	-0.2	14	i	-1	-1	-16	-4
COC(=O)C1=C(C)N(c2cccc(C(C)=O)c2)C(=O)C1	-11	-5	0.2	-10	i	-3	-1	-7	-4
CCC(=O)N1CCC1(C)C(=O)Nc1ccc2scnc2c1 (configuration not stated)	-9	0	0.8	-10	i	-2	-2	23	-1
CCC1(C)CC2(CCCN(CCC(O)(c3ccccc3)c3ccccc3)C2)CCO1 (configuration not stated)	12	-1	-0.8	15	i	-1	-3	5	-1
NCC(c1ccccc1)c1c[nH]c2ccccc12 (configuration not stated)	-1	-3	-0.4	-28	i	0	0	11	3
Clc1ccccc1OCc1nnc(-c2ccccc2)o1	-4	0	-1.1	10	i	-2	-5	20	2
CCOC(=O)C(C(=O)Nc1cccc(C)c1)C1CCCCC1 (configuration not stated)	-1	4	0.1	1	i	-1	5	8	1
Cc1ccc(S(=O)(=O)n2nc(OC(=O)c3cccs3)cc2N)cc1	8	-4	0.9	14	i	-5	2	5	-2
CN1CCC(n2[nH]c(-c3ccccc3)c(Cc3ccccc3)c2=O)CC1	9	-3	0.0	-4	i	0	0	19	4
COc1cc(C(=O)N2CCCCC2c2cc(C(=O)N3CCOCC3)no2)cc(OC)c1C (configuration not stated)	-2	-2	0.1	-7	i	6	5	1	4
COc1cccc(-c2ccc(NC(=O)C3CCCN(Cc4cnn(C)c4C)C3)cc2)c1 (configuration not stated)	8	-2	0.6	-5	i	-3	1	13	1
CCCN(CCC)CCCNC(=O)CC1Nc2ccccc2NC1=O (configuration not stated)	1	-2	2.0	-9	i	1	-2	2	-5
Cc1ccc(-n2c(SCC(=O)OC(C)C)nnc2-c2ccncc2)cc1	5	-11	0.4	-3	+	-11	0	2	4
CC(=O)N1c2ccc(C)cc2Sc2c1ccc1ccccc21	-10	-3	1.8	25	i	11	-11	-10	2
CCOC(=O)c1cc2c(=O)[nH]ccc2nc1C	-7	-3	2.5	-6	nt	8	6	6	1
O=C(Nc1ccccc1F)C1CCCN(S(=O)(=O)c2ccc(-n3cnnn3)cc2)C1 (configuration not stated)	6	-1	-0.7	0	i	-8	0	12	2
O=C(OCC(=O)N1CCC(Cc2ccccc2)CC1)c1cc(Cl)ccc1O	-7	-2	-0.7	34	i	7	-1	-17	-1
Cc1ccc(S(=O)(=O)Nc2cc3c(cc2N2CCOCC2)n(C)c(=O)c(=O)n3C)cc1	0	-2	2.9	-24	i	13	4	14	0
Cc1ccc(NC(=O)CCC(=O)NNC(=O)c2ccccc2[N+](=O)[O-])c(C)c1	-10	-13	-2.1	-9	i	-3	nt	5	-2
CC(C)(C)C(=O)Nc1ccc(-c2csnn2)cc1	1	-3	-1.2	-8	i	-6	1	-10	-1
CC(=O)Nc1ccc(S(=O)(=O)N2CCN(C(=O)c3ncoc3-c3ccc(F)cc3)CC2)cc1	-7	-4	-0.5	-2	i	-1	0	2	2
N#CNC(=Nc1cccc(C(F)(F)F)c1)SCc1ccc(C(=O)O)cc1	11	-1	0.6	-2	i	-7	2	8	-3
CCOC(=O)/C(C#N)=C\c1c(OCC)n(CC)c2ccccc12	5	-3	0.9	20	i	8	-1	14	-2
COc1cc(/C=N/NC(=O)CC2(C)OCCCO2)ccc1OCc1ccccc1	6	-3	1.5	-14	i	-3	-1	1	-1
COc1ccc(C(C)(NC(C)=O)c2nc(-c3cnc4ccccc4c3)cs2)cc1 (configuration not stated)	-8	4	-0.2	-5	i	6	1	17	-6
CC(C)CNC(=O)N[C@@H](CC(C)C)C(=O)O	-2	-2	-0.2	-5	i	-3	0	5	0
COC(=O)COc1ccc2oc(=O)cc(C)c2c1	0	-4	1.1	-8	i	-1	5	4	-2
COc1ccc(C)cc1C1=Nc2ccccc2C1(C)C	-6	-5	0.1	-8	i	-11	4	-7	2
CCOc1cc(Br)c(C(=O)O)cc1OCC	-4	-12	-0.2	-2	i	-13	5	-1	1
CCCCOc1ccc(C(O)(CC)CCN2CCOCC2)cc1 (configuration not stated)	-10	-2	0.0	-7	i	-1	0	7	1
O=C(Nc1ccccc1)c1cccc(C(=O)Nc2ccccc2)n1	-20	-3	-0.6	-2	+	9	1	-11	2
CCOC(=O)CSC1=N/C(=C/c2ccc(-n3cncn3)cc2)C(=O)N1C(C)=O	-4	-2	1.9	-7	i	1	-3	6	-3
COc1ccc([C@H]2Cc3cccc(O)c3C(=O)O2)cc1O	4	-1	1.6	-10	i	31*	-4	3	-1

5 successive compounds already listed, for reference:
SMILES	eLon inh	bovine MsrA act	MsrA inh	FAS-TE inh	Neddylation inh	NRP1-CendR mod	MT1-MMP act inh	SKN-1 block	Rin1 Abl inh
CC(C)CNC(=O)N[C@@H](CC(C)C)C(=O)O	-2	-2	-0.2	-5	i	-3	0	5	0
COC(=O)COc1ccc2oc(=O)cc(C)c2c1	0	-4	1.1	-8	i	-1	5	4	-2
COc1ccc(C)cc1C1=Nc2ccccc2C1(C)C	-6	-5	0.1	-8	i	-11	4	-7	2
CCOc1cc(Br)c(C(=O)O)cc1OCC	-4	-12	-0.2	-2	i	-13	5	-1	1
CCCCOc1ccc(C(O)(CC)CCN2CCOCC2)cc1 (configuration not stated)	-10	-2	0.0	-7	i	-1	0	7	1

(cont.)
SMILES	eLon inh	bovine MsrA act	MsrA inh	FAS-TE inh	Neddylation inh	NRP1-CendR mod	MT1-MMP act inh	SKN-1 block	Rin1 Abl inh
Cc1ccc(NC(=O)Cn2cc(C=O)c3ccccc32)cc1C	4	-2	-0.6	6	i	0	0	20	-3
Cn1c(Cn2c(=O)sc3ccccc32)nnc1SCC(=O)NCC1CCCO1 (configuration not stated)	-2	-4	0.0	-3	i	-11	1	-15	-3
CCOC(=O)N1CCN(c2ccccc2OC)CC1	-3	-4	1.5	-4	i	7	2	-7	0
CS(=O)(=O)c1sc(C(=O)NC(=O)Nc2cccc(C(F)(F)F)c2)c2c1C=CCC2	4	-2	-0.6	-2	i	1	-4	0	-9
CC1CCc2c(C(=O)Nc3ccc(OC(F)(F)F)cc3)csc2C1 (configuration not stated)	-11	-4	0.1	24	i	-8	-5	-10	-3
CCc1c(C(=O)N/N=C/c2cn[nH]c2-c2ccc(F)cc2)csc1C	0	-4	0.5	0	i	4	-1	6	0
O=C(Nc1nc2ccc(Cl)cc2s1)c1ccco1	-8	-7	3.0	-6	nt	-7	1	6	1
Cc1ccc(NC(=O)C2CC(=O)n3c(nc4ccccc43)N2)cc1 (configuration not stated)	-6	-7	-1.0	-11	i	-1	-3	2	4
Brc1ccc2c(c1)OCCOCCOCCOCCOCCOCCO2	2	-13	-0.6	-5	i	24	5	0	6
O=C(C/C=N/OCc1ccc(Cl)cc1)c1cnc(-c2ccccc2)s1	6	0	-0.4	-1	i	-8	-5	0	-5
O=C(/C=C/c1c[nH]c2ccccc12)c1cccc2ccccc12	-8	-2	1.0	5	i	-23	-17	8	-2
CCn1nnnc1SCC(=O)NC1CCCC1	-5	-1	0.0	-2	i	0	-2	-18	2
CN(CCC#N)C(=S)Nc1ccc(S(=O)(=O)N2CCOCC2)cc1	-9	-3	0.0	-2	i	9	0	4	0
CCCN(C(=O)c1cccc(S(=O)(=O)N2CCCc3ccccc32)c1)C1CCS(=O)(=O)C1 (configuration not stated)	-2	-3	0.2	0	i	-15	-3	8	0
O=C(NCc1ccccn1)c1ccc(OC2CCN(Cc3ccc(CO)o3)CC2)cc1	10	-2	0.0	-3	i	0	-3	6	1
CC1(C(=O)Nc2ccc3c(c2)OCCO3)CCC(=O)N1C1CCN(Cc2ccccc2)CC1 (configuration not stated)	-8	-2	-0.2	-8	i	12	3	3	1
COc1ccccc1N1CCN(C(=O)c2cc(-c3ccccc3O)on2)CC1	0	-1	0.3	9	i	11	0	-4	-1
CCc1ccc(CN(C)Cc2nc(Cc3ccccc3)no2)nc1	2	-9	0.0	-8	i	-10	-5	-14	1
CCN(c1ccccc1)S(=O)(=O)c1ccc(Oc2ccccc2)c(N)c1	1	-4	0.2	22	i	3	-1	-8	5
Cc1cc(=O)n(C)c(=O)n1CCCNc1ccccc1	-7	-7	-0.4	-3	i	-2	-1	1	-5
COc1cccc(/C=C2\N=C(SC)SC2=O)c1OC	9	-2	0.7	-6	i	-6	-4	28	-3
O=C(Nc1ccccc1Cl)c1ccc2nccnc2c1	16	-10	1.1	-4	i	-13	-9	6	1
CCN1CCN(c2ccc(S(=O)(=O)N3CCCCC3)cc2NC(=O)c2cccc(OC(F)F)c2)CC1	-3	0	0.2	4	i	-2	3	19	-2
CN1C(=O)c2cccc(NC(=O)CCc3ccccc3)c2C1=O	-5	-1	1.1	5	i	6	-2	-31	-3
Cc1sc2ncnc(SCC(=O)Nc3ncccc3O)c2c1C	-34	-4	-0.2	-4	i	-58	-5	-6	-10
COc1cc(C2C(C#N)=C(N)OC3=C2C(=O)CC(C)(C)C3)ccc1OCCN1CCOCC1 (configuration not stated)	2	-3	0.0	-6	i	-4	-3	1	-1
Cc1ccc(NC(=O)C2(C)CCN2Cc2ccc(OC(C)C)cc2)cc1 (configuration not stated)	4	-5	1.7	4	i	6	5	15	-2
COc1ccc(CNC2CC(=O)N(C)C2=O)cc1 (configuration not stated)	1	-1	-0.5	-8	i	8	1	10	-3
CCC/C(=N/NC(=O)c1ccccc1Cl)c1ccccc1	2	-3	-0.8	-3	i	7	0	9	1
O=C1N[C@@H](Cc2c[nH]c3ccccc23)C(=O)N[C@H]1Cc1ccccc1	3	-6	1.0	-7	i	0	5	-6	-2
CCOc1ccc(C(C(=O)NC2CCCC2)N(CCOC)C(=O)CNC(=O)c2ccco2)cc1 (configuration not stated)	1	-1	2.8	-5	i	12	1	1	2
